PLCg1 inh: PLC-gamma1 enzyme inhibitors, primary screen, biochemical, fluorescence, purified enzyme; 0.84% of 370,000 active; inhibition, % at 12.2 µM; fluorogenic substrate; 1-phosphatidylinositol 4,5-bisphosphate phosphodiesterase gamma-1 (Homo sapiens), P19174; in the data active = inhibition above about 9.5%
ADAM10 inh: human ADAM10 inhibitors, primary screen, biochemical, QFRET, HTS | Disintegrin and metalloproteinase domain-containing protein 10 (Homo sapiens), O14672 | recombinant ADAM10, EDANS/DABCYL FRET peptide cleavage, 3 h | AID 720582, 2013 | 0.62% of 370,000 active | inhibition, % at 7 µM;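 active = inhibition above a per-campaign cutoff equal to the mean of compounds falling between control-based bounds plus 3 SD, cut at about 20% in these data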;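 note: 0% = DMSO wells while the 100% control is not disclosed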
TDP2 inh: human TDP2 enzyme inhibitors, primary screen, biochemical, epi absorbance, recombinant enzyme. Tyrosyl-DNA phosphodiesterase 2 (Homo sapiens), O95551. T5PNP hydrolysis, p-nitrophenol absorbance 415 nm. inhibition, % at 12.8 µM. 0.34% of 370,000 active;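 active = inhibition above the mean of all tested compounds plus 3 SD, set per campaign, cut at about 25% in these data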;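 note: 0% = DMSO with enzyme and 100% = buffer with substrate but no TDP2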
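Incubation: 2 h at 37 °C; Test system: recombinant human TDP2; Quantity: enzyme 120 nM; Read-out basis: percent inhibition; Medium: 50 mM Tris-HCl pH 7.5 with Mg2+, KCl, DTT, BSA; Repeats: single replicate; Compound: 12.8 µM single point, 1% DMSO; Signal: epi absorbance; Reagent: 5 mM T5PNP chromogenic substrate; Benchmarks: no-enzyme high, DMSO-plus-enzyme low.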
ASAP1 inh: inhibitors of human ASAP1 ArfGAP activity, primary screen, biochemical, fluorescence polarization | AID 624377, 2012 | inhibition, % at 16.5 µM | 0.19% of 360,000 active | ASAP1-stimulated ARF1 GTP hydrolysis, GDP FP detection; in the data active = inhibition above about 25%;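 note: 0% = vehicle with enzyme and substrate and 100% = no enzyme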
Target sequence (Q9ULH1 325-724 limits assumed): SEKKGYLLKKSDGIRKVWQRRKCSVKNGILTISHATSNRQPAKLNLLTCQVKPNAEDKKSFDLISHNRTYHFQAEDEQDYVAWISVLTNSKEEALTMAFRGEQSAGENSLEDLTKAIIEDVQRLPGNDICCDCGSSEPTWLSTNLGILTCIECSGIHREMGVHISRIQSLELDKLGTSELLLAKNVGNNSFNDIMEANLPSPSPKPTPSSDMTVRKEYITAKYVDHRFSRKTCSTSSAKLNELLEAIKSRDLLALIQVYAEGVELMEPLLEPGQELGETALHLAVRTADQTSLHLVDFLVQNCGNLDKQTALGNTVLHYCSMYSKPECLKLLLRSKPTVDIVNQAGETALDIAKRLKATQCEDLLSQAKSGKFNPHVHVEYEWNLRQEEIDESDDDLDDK
ARFGAP1 inhibitor: inhibitors of rat ARFGAP1 GAP activity, primary screen, biochemical, fluorescence polarization, GDP tracer. ADP-ribosylation factor GTPase-activating protein 1 (Rattus norvegicus), Q62848. Arfgap1-stimulated ARF1 GTP hydrolysis, GDP FP detection. inhibition, % at 16.5 µM. 0.26% of 360,000 active. AID 651572, 2012;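 active = inhibition above a per-plate limit, mean inhibition of low control wells plus 3 SD, cut at about 25% in these data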;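 note: 0% = DMSO wells with enzyme and 100% = wells lacking Arfgap1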
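material = rat Arfgap1 catalytic domain, aa 1-136 | also added = human ARF1(Δ1-17)-GTP substrate | compound dosing = one concentration, 16.5 µM, DMSO 1.26% | times = GTP hydrolysis reaction 2 h at 25 °C | measured by = FP, GDP Alexa 633 tracer displaced from anti-GDP antibody, 620/688 nm | evaluation = percent inhibition of Arfgap1-stimulated GTP hydrolysis | replication = single well per compound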
DDE Tn6 FP inh: inhibitors of Tn6 peptide binding to fibrin DD(E), primary screen, biochemical, fluorescence polarization, human fibrin, Tn6 probe | Fibrinogen beta chain (Homo sapiens), P02675 | Fibrin DD(E) TRITC-Tn6 fluorescence polarization displacement | inhibition, % at 8.3 µM | 0.21% of 370,000 active;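 active = inhibition above a per-campaign cutoff: mean of compounds within control limits plus 3 SD, cut at about 15% in these data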;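 note: 0% = median of all compound wells on the plate and 100% = blocking peptide control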
ADAM17 inh: ADAM17 inhibitors, primary screen, biochemical, QFRET; Disintegrin and metalloproteinase domain-containing protein 17 (Homo sapiens), P78536; 0.83% of 370,000 active; inhibition, % at 6.95 µM; recombinant ADAM17, EDANS/DABCYL FRET peptide cleavage;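 active = inhibition above the mean of compounds lying between control limits plus 3 SD, set per campaign, cut at about 8.5% in these data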;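 note: 0% = DMSO-only wells as the low control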
Target sequence (P78536 215-824 limits assumed): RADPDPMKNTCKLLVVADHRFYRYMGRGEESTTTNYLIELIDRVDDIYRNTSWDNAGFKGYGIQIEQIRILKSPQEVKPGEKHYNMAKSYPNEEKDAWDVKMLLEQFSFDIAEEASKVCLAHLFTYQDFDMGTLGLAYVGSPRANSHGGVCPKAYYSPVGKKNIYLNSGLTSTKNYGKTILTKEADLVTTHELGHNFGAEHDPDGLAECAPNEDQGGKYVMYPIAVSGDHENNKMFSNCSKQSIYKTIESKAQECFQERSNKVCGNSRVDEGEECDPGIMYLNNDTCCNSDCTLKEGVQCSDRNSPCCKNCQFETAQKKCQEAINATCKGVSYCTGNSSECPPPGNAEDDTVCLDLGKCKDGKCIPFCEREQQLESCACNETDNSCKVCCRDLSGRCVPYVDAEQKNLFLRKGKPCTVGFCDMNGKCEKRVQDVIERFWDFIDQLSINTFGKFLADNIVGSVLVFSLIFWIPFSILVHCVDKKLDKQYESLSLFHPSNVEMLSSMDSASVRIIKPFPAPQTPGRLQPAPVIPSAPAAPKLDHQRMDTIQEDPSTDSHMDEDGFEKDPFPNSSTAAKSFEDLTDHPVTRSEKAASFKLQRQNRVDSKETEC
Tn7 DDE FP: inhibitors of Tn7 peptide binding to fibrin DD(E), primary screen, biochemical, fluorescence polarization, human fibrin, Tn7 probe | AID 720508, 2013 | FP displacement of FITC-Tn7 peptide from fibrin DD(E); 0% = median of compound wells per plate | 0.13% of 370,000 active | Fibrinogen beta chain (Homo sapiens), P02675 | inhibition, % at 8.3 µM;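 active = inhibition above the mean of compounds falling within the control limits plus 3 SD of them, cut at about 14% in these data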;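 note: 0% = plate median of compound wells and 100% = 10 µM Aha-Tn7 peptide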
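assay system = human clot-derived fibrin DD(E) complex | quantity = Fibrin-DD(E) at 2 µM final | timing = 10 min preincubation, 3 h with tracer, room temperature | signal = fluorescence polarization | measure = percent inhibition | benchmarks = high control wells with 10 µM unlabelled Aha-Tn7 peptide (full inhibition) | replicates = singlicate testing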
proKLK7 act: proKLK7 zymogen activators, primary screen, biochemical, fluorescence intensity; activation, % at 7 µM; purified proKLK7, EDANS-DABCYL substrate fluorescence; 100% is mature enzyme control, 0% vehicle; Kallikrein-7 (Homo sapiens), P49862; AID 652039, 2013; 0.9% of 370,000 active;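 active = activation above the mean of all tested compounds plus 3 SD, computed per campaign excluding outliers beyond control limits, cut at about 13% in these data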
LEDGF integ inh: blockers of LEDGF/p75-dependent integrase strand transfer – biochemical, TR-FRET, high throughput, primary screen. HIV-1 integrase (with human LEDGF/p75). TR-FRET IN-LEDGF/p75 DNA integration, Eu/Cy5. inhibition, % at 3.7 µM. 0.64% of 370,000 active;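 active = inhibition above the screen-wide mean plus 3 SD, cut at about 13% in these data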;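 note: signal is the Cy5 over europium emission ratio at 671 and 618 nm; 0% = plate median of compound wells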
Numbers without * were called inactive; . = no result given. This is a random part of the collection; 4.2% or so of the library scored in one or more.

The opening 2 compounds, to show the layout:
Structure	PLCg1 inh	ADAM10 inh	TDP2 inh	ASAP1 inh	ARFGAP1 inhibitor	DDE Tn6 FP inh	ADAM17 inh	Tn7 DDE FP	proKLK7 act	LEDGF integ inh
O=C(Nc1ccccc1)N1CCN(CCc2ccccc2)CC1	-1	1	5	-7	-2	2	-2	10	-0.2	-1
COC(=O)[C@]12C[C@H](CC(=O)N3CCN(C(=O)C4CC4)CC3)C(=O)N(CCC3=CCCCC3)C1=C[C@H](C(C)(C)C)O[C@@H]2C	1	8	-1	9	-11	-1	2	-1	0.2	2

Main list (from the top)
Structure	PLCg1 inh	ADAM10 inh	TDP2 inh	ASAP1 inh	ARFGAP1 inhibitor	DDE Tn6 FP inh	ADAM17 inh	Tn7 DDE FP	proKLK7 act	LEDGF integ inh
O=C(Nc1ccccc1)N1CCN(CCc2ccccc2)CC1	-1	1	5	-7	-2	2	-2	10	-0.2	-1
COC(=O)[C@]12C[C@H](CC(=O)N3CCN(C(=O)C4CC4)CC3)C(=O)N(CCC3=CCCCC3)C1=C[C@H](C(C)(C)C)O[C@@H]2C	1	8	-1	9	-11	-1	2	-1	0.2	2
Cc1c(OCC(=O)NCCCN2CCCC2=O)ccc2c3c(c(=O)oc12)CCCC3	-3	-101	-14	16	10	-10	-28	1	-0.4	-3
CCC(=O)N1CCN(C(=O)CC)C1c1ccccc1	6	7	-3	-6	-14	-4	2	1	1.0	1
Cc1nc2c(c(=O)n1CCC1=CCCCC1)c1nc3ccccc3nc1n2/N=C/c1ccco1	-29	-112	8	-6	-1	4	-43	3	-2.0	4
CC(=O)c1cccc(NC(=O)c2ccoc2C)c1	-1	-2	-1	-11	-3	-2	-1	-7	-0.3	-2
Cn1c(=O)c(=O)n(C)c2cc(S(=O)(=O)N3CCC(N4CCCCC4)CC3)ccc21	-7	-26	1	4	-7	-8	-8	3	0.6	-3
CC(C)NC(=O)c1cc(-c2cccs2)on1	-2	-7	-6	-4	-1	-4	-1	5	0.2	-2
Cc1c(OCc2ccccc2)c(=O)ccn1Cc1ccccc1	-2	3	-7	-10	-2	1	-4	2	-0.1	-1
Cc1c(C(=O)C(C)C)n(C)c2ccccc12	-31	1	-4	1	7	-4	-6	7	-0.9	0
Cc1noc(C)c1NC(=O)Nc1ccc2c(c1)C(=O)N([C@H](C)CO)C[C@H](C)[C@@H](CN(C)S(=O)(=O)c1cn(C)cn1)O2	0	-6	2	1	8	-3	-3	-8	0.9	3
CCOC(=O)C1(CCOc2ccccc2)CCN(Cc2ccc3nonc3c2)CC1	7	9	0	-5	-8	-1	-1	0	0.3	2
Cc1c(Nc2nc3ccccc3nc2N2CCN(c3ccccc3)CC2)c(=O)n(-c2ccccc2)n1C	1	8	-14	11	3	-5	-1	-6	0.6	1
CS(=O)(=O)N1CCc2ccccc2C1	2	-2	-7	2	2	-7	1	-9	-0.1	1
CCOC(=O)N1CCN(C(=O)C2CCN(C(=O)Nc3ccccc3)CC2)CC1	-2	4	-7	-23	-5	2	2	5	0.2	6
O=C(CNc1ccc(Br)cc1)Nc1ccc(S(=O)(=O)N2CCCC2)cc1	4	-5	-1	10	8	-4	5	-1	0.6	0
CC(C)C1Oc2ccccc2N(CC(=O)NC2CCCCC2)C1=O (stereo unspecified)	2	-13	7	6	14	-1	0	1	-0.9	1
CC(NC(=O)c1cnccn1)c1ccc(S(N)(=O)=O)cc1 (stereo unspecified)	2	1	9	-6	0	0	2	8	0.6	1
CCOC(=O)c1sc(NC(=S)NC(=O)C23CC4CC(CC(C4)C2)C3)cc1C	-1	3	8	0	10	-4	2	5	0.1	-3
Cc1ccc(S(=O)(=O)N2CCCCC2)cc1NC(=O)c1ccco1	-1	-6	-1	1	6	-1	-1	-6	-0.3	4
CCCS(=O)(=O)NC(=O)C1(C)CCN(C(=O)c2cccnc2Oc2ccccc2)C1 (stereo unspecified)	-4	-17	3	-11	2	5	-9	-10	0.5	2
COc1cccc(CC(=O)NCC2COc3ccccc3O2)c1OC (stereo unspecified)	4	3	-5	-3	0	1	2	0	-0.1	-1
COc1ccc(Br)cc1S(=O)(=O)n1ccnc1C	6	5	-10	9	-13	5	2	-3	0.3	-5
Cc1ccc(C(=O)CSc2nc3ccccc3c(=O)[nH]2)cc1	3	-2	-11	9	9	-2	0	-8	-0.2	4
CC1(C(=O)OCC(=O)Nc2ccccc2Cl)CC1(Cl)Cl (stereo unspecified)	8	-8	3	3	16	-1	0	-3	0.1	-2
O=C(NC1CC1)C1CCN(c2nc3ccccc3s2)CC1	2	-4	-6	16	4	5	-2	-8	-0.5	-3
OCc1ccccc1OCc1ccccc1	-1	-4	5	-20	0	-2	-2	6	0.1	-1
CC(C)c1nnc(SCC(=O)NC2CCCCC2)n1C	3	4	13	-12	-6	4	0	9	0.1	-2
COC(=O)C1C(=O)C2=C(CC1C)NC(=O)CC2c1ccc(F)cc1 (stereo unspecified)	0	-1	2	4	3	4	-6	8	0.2	2
CN(Cc1ccccc1)/C(=N/O)c1cccc(Cl)c1	-2	4	-11	11	-11	7	-4	5	0.1	0
O=C(NCc1cccnc1)C1Cc2c(-c3ccc(Cl)cc3)ccnc2O1 (stereo unspecified)	1	-1	-3	17	5	1	1	0	0.8	1
CC(C)(C)c1cc(NC(=O)CSc2nnc(NCc3ccccc3)s2)n(-c2ccccc2)n1	5	9	-8	-2	-10	-3	8	1	0.6	3
O=C(COC(=O)C1(c2ccc(F)cc2)CCCC1)NCc1ccc2c(c1)OCO2	2	14	-27	10	7	-5	5	-4	0.3	0
Cc1ccc(-c2csc(NC(=O)c3ccc([N+](=O)[O-])o3)n2)cc1	-2	-9	13	-4	-7	-8	-6	12	-0.7	1
COCCCN1CC23C=CC(O2)C(C(=O)OC)C3C1=O (stereo unspecified)	4	-2	2	3	-1	2	-4	1	0.4	-3
Cc1cccc[n+]1CC(=O)Nc1ccccc1	1	5	-12	2	-4	-3	1	-8	0.4	6
O=C(Nc1ccc(Oc2ccc(NC(=O)Nc3ccc([N+](=O)[O-])cc3)cc2)cc1)Nc1ccc([N+](=O)[O-])cc1	1	-1	-13	12	7	-7	-2	0	0.7	-7
CCn1c2ccccc2c2cc(NC(=O)CSc3nnc(-c4ccc(OC)cc4)n3N)ccc21	5	-19	6	-5	8	5	-4	3	-0.8	-25
O=C(Cc1ccc(Br)cc1)Nc1ccc(S(=O)(=O)N2CCCC2)cc1	1	8	2	5	16	2	7	-5	1.1	-5
CCOc1ccc2nc(N/C(N)=N/C(=S)Nc3ccc(C)c(C)c3)nc(C)c2c1	-27	-140	-9	6	-3	-1	-29	1	2.9	1
CC(=O)N1c2ccc(S(=O)(=O)NCCC(=O)NCCc3ccc(C)cc3)cc2CC1C (stereo unspecified)	0	2	8	-4	4	0	-1	3	0.2	-2
O=C(NCc1ccco1)c1cnn2c(C(F)(F)F)cc(-c3ccccc3)nc12	-17	-13	8	-6	-10	2	-5	-6	0.2	1
COc1cc(C(=O)N2CCN(C3=NS(=O)(=O)c4ccccc43)CC2)cc(OC)c1OC	0	-11	17	6	8	-4	-3	0	0.0	0
CN1CCS/C1=C/C=C1\SC(=S)N(CC(=O)O)C1=O	-14	15	11	-7	9	4	8.9*	-106	-0.3	-2
CCCN(Cc1cc2cc(C)ccc2[nH]c1=O)C(=O)c1cccc([N+](=O)[O-])c1	5	2	-7	-6	2	-4	-3	-5	-0.3	1
Cc1ccccc1-c1ccc2c(c1)[C@@H]1C[C@H](N(C)C(=O)c3ccco3)[C@H]([C@H](C)O)CN1CC2	-76	-61	-2	8	4	0	-15	-4	2.6	3
COc1cccc(OC)c1C(=O)OCC(=O)NCCCc1ccccc1	3	-9	-3	13	5	-5	-3	15*	0.3	-1
Cc1cccn2c(=O)c(/C=C(\C#N)C(=O)NCc3ccco3)c(N3CCC(C(N)=O)CC3)nc12	-28	-228	-6	-4	1	5	-71	4	0.7	-1
CC(=O)c1ccc(NC(=S)NC(C)c2ccc(Cl)cc2Cl)cc1 (stereo unspecified)	2	24*	-6	9	17	-11	8	-2	1.1	2
Cc1ccc(S(=O)(=O)Nc2cccnc2Oc2ccc(Cl)cc2)cc1	-1	-2	5	2	4	5	-3	-3	-0.5	-2
CCOc1ccccc1C(=O)OCC(=O)Nc1nnc(-c2ccccc2)o1	-7	-7	5	-10	-5	2	-4	7	-0.6	-1
CCOc1ccc(NC(=NCc2ccc3c(c2)OCO3)SC2CC(=O)N(c3ccc(OCC)cc3)C2=O)cc1 (stereo unspecified)	2	-2	-10	-1	4	-3	-8	-3	0.6	-3
CN(CCO)c1ccc2c(c1)Oc1ccccc1CN(Cc1cn(Cc3ccccc3C(F)(F)F)nn1)S2(=O)=O	0	-2	-12	.	.	-4	5	-6	0.3	6
O=C(CSc1ccc(F)cc1)Nc1ccccc1N1CCOCC1	0	-8	6	0	6	-3	-4	7	-0.1	-4
COc1cc(OC)cc(C(=O)NCCNC(=O)c2ccccc2)c1	0	5	0	-5	2	6	-1	-7	-0.1	1
COc1ccc(CCNC(=O)C(=O)NCCC2CCCCN2S(=O)(=O)c2cccs2)cc1 (stereo unspecified)	1	2	14	9	7	-4	-1	1	0.3	1
Cc1ccc2c(c1)NC(=O)c1cccnc1N2	-4	-2	-9	-6	-7	-2	-1	5	-0.3	-6
